# Screening results deposited in PubChem by National Center for Advancing Translational Sciences (NCATS).
# KDM5B inhibitor: KDM5B demethylase inhibition; KDM5B demethylase, FDH-coupled NADH fluorescence (FDH is formaldehyde dehydrogenase); Potency, µM (top dose mostly 57.7 µM), for the others: at the highest dose activity change, negative = inhibition, most hits filed as inhibitors; hit rate 2.6% among 220,000; AID 1347165; active means well fitted inhibition curve with a large enough effect; inconclusive means small, poorly fitted or top-dose-only effect; inactive means no such curve, though single readings can be large or run the other way; further: 0% is about no effect; nearly all actives have a fitted effect of over 70% in size
# Target sequence (Q9UGL1 whole entry, looked up): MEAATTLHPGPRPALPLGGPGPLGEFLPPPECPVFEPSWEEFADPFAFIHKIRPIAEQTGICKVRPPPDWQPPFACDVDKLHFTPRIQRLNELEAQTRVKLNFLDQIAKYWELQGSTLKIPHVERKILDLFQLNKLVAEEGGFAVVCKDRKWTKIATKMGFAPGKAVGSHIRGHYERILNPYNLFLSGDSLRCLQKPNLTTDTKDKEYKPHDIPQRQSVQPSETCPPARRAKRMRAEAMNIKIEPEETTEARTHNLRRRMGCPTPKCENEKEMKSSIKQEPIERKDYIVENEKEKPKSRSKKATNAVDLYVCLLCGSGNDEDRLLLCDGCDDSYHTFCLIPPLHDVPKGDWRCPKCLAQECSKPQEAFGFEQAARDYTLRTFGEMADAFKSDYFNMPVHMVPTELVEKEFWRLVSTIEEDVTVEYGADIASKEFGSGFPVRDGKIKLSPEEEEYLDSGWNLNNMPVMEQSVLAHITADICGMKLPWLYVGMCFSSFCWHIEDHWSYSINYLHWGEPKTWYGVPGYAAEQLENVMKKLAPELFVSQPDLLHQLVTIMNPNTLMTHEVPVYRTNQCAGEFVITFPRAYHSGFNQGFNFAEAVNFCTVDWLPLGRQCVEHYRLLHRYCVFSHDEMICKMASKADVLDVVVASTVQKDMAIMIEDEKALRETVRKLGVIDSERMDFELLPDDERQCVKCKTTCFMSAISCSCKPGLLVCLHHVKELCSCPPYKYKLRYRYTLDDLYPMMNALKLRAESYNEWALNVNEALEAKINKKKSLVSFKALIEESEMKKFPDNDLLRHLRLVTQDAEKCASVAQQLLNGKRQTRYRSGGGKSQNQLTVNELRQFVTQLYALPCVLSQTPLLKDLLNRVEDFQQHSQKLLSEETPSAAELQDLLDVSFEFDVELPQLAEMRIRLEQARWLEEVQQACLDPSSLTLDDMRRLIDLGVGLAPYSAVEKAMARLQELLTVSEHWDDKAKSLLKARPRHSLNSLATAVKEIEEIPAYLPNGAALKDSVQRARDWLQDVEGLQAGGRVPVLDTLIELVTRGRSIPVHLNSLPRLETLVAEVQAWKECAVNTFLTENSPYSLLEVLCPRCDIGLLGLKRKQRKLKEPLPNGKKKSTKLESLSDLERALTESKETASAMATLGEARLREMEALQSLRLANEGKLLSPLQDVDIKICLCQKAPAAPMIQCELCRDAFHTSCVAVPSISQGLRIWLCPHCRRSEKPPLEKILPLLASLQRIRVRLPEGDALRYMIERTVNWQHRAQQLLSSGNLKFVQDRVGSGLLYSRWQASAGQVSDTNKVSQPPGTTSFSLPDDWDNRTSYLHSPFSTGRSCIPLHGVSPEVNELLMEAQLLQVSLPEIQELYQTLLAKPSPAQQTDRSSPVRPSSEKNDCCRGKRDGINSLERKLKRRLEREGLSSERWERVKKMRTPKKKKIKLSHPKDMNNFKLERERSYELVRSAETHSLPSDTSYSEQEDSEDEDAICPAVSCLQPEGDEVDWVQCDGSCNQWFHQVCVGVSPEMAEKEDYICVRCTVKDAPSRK
#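 Coupled FDH/NAD⁺ fluorescence readout. KDM5BΔAP 200 nM final; compound titration, 10 min RT preincubation; substrate mix 12.5 µM H3K4me3, 25 µM 2-OG, 50 µM Fe(II), 100 µM ascorbate, 0.25 mM NAD⁺, 0.25 U/mL FDH; ΔRFU over 30 min.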
# * = called active by the depositor; i = inactive; ? = inconclusive; [ ] = another dose, or the depositor's remark. Potency means the concentration at half of the fitted maximal effect.
SMILES,KDM5B inhibitor
COCC(=O)N[C@H]1C[C@@H](CO)N(Cc2ccc(C)s2)C1,-26%
Cc1noc(-c2ccc(C(C)(C)C)cc2)c1C(=O)NCc1cccc(Cl)c1,-25%
CCCCCCOc1ccc(/C=C(/C#N)c2ccccn2)cc1,-11%
CC(C)c1ccc(S(=O)(=O)N2CCN(C(=O)C3CCCC3)CC2)cc1,-13%
Cc1ccc(CSCCC(=O)O)cc1,16%
NC(=O)N1CCCC(C(=O)NCc2ncc3c(n2)CCC3)C1 (stereo unspecified),10%
C/C(=C\c1ccccc1)C(=O)Nc1ccc(C)cc1C,22%
COc1cc(CC(=O)NC2CCCCCCC2)cc(OC)c1OC,4%
COc1ccc2nc3n(c2c1)[C@@H](CNC1CCOCC1)COC3,10%[86.2 µM]
Cc1ccc(NC(=O)C2CC(=O)Nc3ncnn32)cc1 (stereo unspecified),38%[activator]
COCCn1c(CNC(=O)c2cccc(N(C)C)c2)nc2cccnc21,?
O=C(C1=C(c2ccccc2)S(=O)(=O)CCO1)N(Cc1cccc(F)c1)c1ccccn1,-18%
CC(C)CCOc1ccc(C(=O)Nc2sc3c(c2C#N)CCCCC3)cc1,-13%
CN(C)CCNc1cc2c(cn1)NCCN(Cc1ccccc1)C2,?
Cn1cccc1C(=O)N1CCc2nn(Cc3ccccc3)c(=O)n2CC1,-1%
CCOC(=O)c1c(S(=O)(=O)N2CCCC(C(=O)Nc3cccc(Cl)c3)C2)c(C)n(C)c1C (stereo unspecified),-6%
CNC(=O)[C@@H](C1CC1)N1CCC[C@H]1C(=O)NCCOC,-23%[86.2 µM]
CC(CC(=O)Nc1ccc(NC(=O)C(C)(C)C)cc1)c1ccccc1 (stereo unspecified),-4%
Cc1ccc(-n2c(Cn3ncc4ccccc4c3=O)n[nH]c2=S)cc1,5%
COC(=O)c1ccccc1S(=O)(=O)N1CCC(C(=O)NCCc2ccccn2)CC1,9%
Cc1ccc2ccc3cc(C(=O)Nc4ccc(C)c(F)c4)nc3c2[nH]1,-17%
CCOC(=O)C(C#N)c1nc2ccccc2nc1N1CCCC1 (stereo unspecified),-8%
CS(=O)Cc1cccc(C(=O)NC2CCCCC2)c1 (stereo unspecified),21%
NS(=O)(=O)c1ccc(CCNC(=O)CCc2nc3ccccc3s2)cc1,18%
COc1cccc(NC(=O)CSC2=C(C#N)C(c3ccc(C(C)C)cc3)C3=C(CCCC3=O)N2)c1 (stereo unspecified),82%[activator]
SMILES,KDM5B inhibitor
CCCn1cnc2c1CN(C(=O)c1ccc(F)cc1)[C@H](C(=O)OC)C2,?
O=S(=O)(NCCc1ncc2ccccn12)c1ccc(F)cc1,-25%
COc1ccc(CNC(=O)O[C@H]2COCCN(c3nc4ccccc4o3)C2)cc1,11%[86.2 µM]
O=C(NCc1nnc2n1C(C(=O)N1CCCC1)CC2)Nc1cccnc1 (stereo unspecified),23%[115 µM]
CC(c1ccon1)N(C)Cc1cnc(S(=O)(=O)C(C)C)n1Cc1ccccc1F (stereo unspecified),46%[activator]
COCC(=O)N1CCC(c2nn(-c3ccc(OC)cc3)c(=O)[nH]2)CC1,3%
Cc1ccc(-c2nn(CCC(=O)Nc3ccc(Cl)cc3)c(=O)c3ccccc23)cc1,4%
COc1ccc(-c2cc(C(=O)N3CCOC(C)C3)c3ccccc3n2)cc1OC (stereo unspecified),-31%
CCc1cc(-c2ccccc2)nc2ccccc12,-8%
CCOc1ccc2c(=O)c(Oc3cccc(OC)c3)coc2c1,-1%
COCc1nnc2n1CCC(NC(=O)COc1ccc(Cl)cc1C)CC2 (stereo unspecified),2%
Cc1ccccc1Cn1ccc(NC(=O)C2=CC(c3ccc(F)cc3)=NS(=O)(=O)N2C)n1,-2%
NC(=S)N/N=C/c1ccc(Cl)cc1,-23%
N/C(=N\O)c1ccc(N2CCN(c3ncccc3C(F)(F)F)CC2)nc1,0%
COc1cc(C(=O)/C=C/c2cccc(F)c2)ccc1S(C)(=O)=O,?
O=C(O)CCSC(C(=O)N1CCCCC1)c1ccccc1 (stereo unspecified),14%
COc1cc2nc(NC(=O)c3ccc(S(=O)(=O)N4CCCC4)cc3)sc2cc1OC,?
CNC(=O)c1ccc(CNC(=O)Cc2cn(C)c3ccccc23)cc1,12%
CCCn1c(-c2ccc(OCC#N)c(OC)c2)nc2c1c(=O)[nH]c(=O)n2Cc1ccccc1,31%[activator]
Cc1ccc(CNC(=O)c2ccc3c(O)c(S(=O)(=O)c4ccc(Cl)cc4)c(=O)[nH]c3c2)cc1,11%
COc1ccc(NC(=O)C2CCN(S(C)(=O)=O)CC2)cc1,8%
CCCOC(=O)c1ccc(Oc2coc3cc(OCC)ccc3c2=O)cc1,15%
CC(C)(C)c1ccnc(N[C@H]2CO[C@H]3[C@@H]2OC[C@@H]3NS(=O)(=O)c2cccs2)n1,-12%[86.2 µM]
CCC(=O)N(C1CCOCC1)C1CCN(Cc2ccc(SC)cc2)CC1,-29%
O=C(CCC1CCN(S(=O)(=O)c2ccccc2)CC1)NCc1ccccc1,22µM*
SMILES,KDM5B inhibitor
COCCN1C(=O)Cc2ccccc2C1C(=O)NCc1ccc(Cl)cc1 (stereo unspecified),-18%
CNC(=O)[C@H]1C[C@H](Oc2ccccc2)CN1Cc1ccc(F)c(F)c1,-13%
CNS(=O)(=O)Cc1ccccc1CNC(=O)c1cc(F)cc(F)c1,16%
CC[C@@H]1[C@@H](NC(=O)c2[nH]nc(N)c2-c2ccccc2)[C@@H]2CCO[C@H]12,-6%
Cc1ccc(NC(=O)Cn2nc3n(c2=O)CCCC3)cc1F,16%
CCCCN(Cc1ccccc1)c1ccc(NS(=O)(=O)c2ccc(C(C)(C)C)cc2)cc1C(=O)O,9%
COc1ccc(NC(=O)c2cccc3c2CCN3C(=O)c2ccc(F)cc2)cc1OC,-6%
O=c1n(-c2ccc(C(F)(F)F)cc2)nc2n1CCN(Cc1ccc(C(F)(F)F)cc1)C2,?
COc1ccc(C)cc1NC(=O)CN1C(=O)COc2ccc(S(=O)(=O)NC3CCCC3)cc21,-22%
CC(=O)c1cccc(NC(=O)C2CCN(S(=O)(=O)c3ccccc3)CC2)c1,5%
O[C@@H]1C[C@@H](c2nc(-c3ccccn3)no2)N(Cc2cccs2)C1,-28%[86.2 µM]
CN1CCCN(C(=O)C2CCCC2)c2ccccc21,-25%
Cc1nc(NCc2ccccc2)sc1C(=O)NC1CCCC1,24%
C=C(C)n1c(=O)n(Cc2ccc(C)cc2)c2ccccc21,19%
N#Cc1nc(-c2ccc(Cl)cc2)oc1NCc1ccccc1Cl,?
Cc1nc(CN2CCOc3c(O)cc(-c4nc5ccccc5s4)cc3C2)no1,?
O=C(c1ccc2nccn2c1)N1CCOCC1,100µM*
CCc1c(C(=O)NC2CCN(C(C)C)CC2)csc1C,?
CCCn1nc(C(=O)NCc2ccc(OC)cc2)c2ccccc2c1=O,8%
Cc1cccc(NC(=O)CN2CCCN(c3ncc(C(F)(F)F)cc3Cl)CC2)c1,-2%
CC(O)c1cccc(NC(=O)Nc2cccc(NC(=O)Nc3cccc(C(C)O)c3)c2)c1 (stereo unspecified),17%
COCC(=O)N[C@H]1CCN(C(=O)COC)[C@H](C(=O)N[C@H](Cc2c[nH]c3ccccc23)C(N)=O)C1,-6%
CC1CCN(S(=O)(=O)c2ccc3nc(NCc4ccc(F)cc4)ccc3c2)CC1,?
CNC(=O)[C@@H]1C[C@H](n2cc(C(C)(C)NC(=O)c3ccccc3OC)nn2)CN1,-15%
CCOc1ccccc1C(=O)N1CCCN(C(=O)C2CC2)c2ccccc21,6%

# Five entries out of the list above, arranged by the value under KDM5B inhibitor, largest number first.
compound | KDM5B inhibitor
CNC(=O)c1ccc(CNC(=O)Cc2cn(C)c3ccccc23)cc1 | 12%
CCOc1ccc2c(=O)c(Oc3cccc(OC)c3)coc2c1 | -1%
Cc1cccc(NC(=O)CN2CCCN(c3ncc(C(F)(F)F)cc3Cl)CC2)c1 | -2%
NC(=S)N/N=C/c1ccc(Cl)cc1 | -23%
COCC(=O)N[C@H]1C[C@@H](CO)N(Cc2ccc(C)s2)C1 | -26%

# A second format for some results above.
SMILES	KDM5B inhibitor
O=C(C1=C(c2ccccc2)S(=O)(=O)CCO1)N(Cc1cccc(F)c1)c1ccccn1	-18%
CC(C)CCOc1ccc(C(=O)Nc2sc3c(c2C#N)CCCCC3)cc1	-13%
CN(C)CCNc1cc2c(cn1)NCCN(Cc1ccccc1)C2	?
Cn1cccc1C(=O)N1CCc2nn(Cc3ccccc3)c(=O)n2CC1	-1%
CCOC(=O)c1c(S(=O)(=O)N2CCCC(C(=O)Nc3cccc(Cl)c3)C2)c(C)n(C)c1C (stereo unspecified)	-6%
CNC(=O)[C@@H](C1CC1)N1CCC[C@H]1C(=O)NCCOC	-23%[86.2 µM]

# Next section.
SMILES,KDM5B inhibitor
CC(Sc1ccccc1C(=O)NCC(=O)C(C)(C)C)C(=O)Nc1ccccc1 (stereo unspecified),8%
Cn1ccnc1C(=O)N1CC(c2noc(C3CCCN3CC3CC3)n2)C1 (stereo unspecified),-9%
CN(CC(=O)NCC(F)(F)F)C(c1ccccc1)c1ccccc1,-4%
CCOC(=O)C1CCN(C(=O)c2cc3cc(OC)ccc3[nH]2)CC1,?
Cc1cc(C)n(C(=O)c2ccc(C)c(S(=O)(=O)N3CCCC3)c2)n1,10%
CC(Nc1ncccc1-c1nc(-c2ccccc2)no1)c1ccccc1 (stereo unspecified),-197%
O=C(C1CCC1)N1CCNc2cnc(Nc3ccccc3)nc2C1,?
CCN(CC)S(=O)(=O)c1ccc(N2CCOCC2)c(NC(=O)C2CSC3(C)CCC(=O)N23)c1 (stereo unspecified),10%
COc1cccc(OC)c1C(=O)OCc1ccc(Br)cc1,11%
Cc1noc(C)c1CCC(=O)NCc1cccnc1N1CCOCC1,?
C/C(=N\O)c1ccn(S(=O)(=O)c2ccc(Cl)cc2)c1,19%
C=CCOC(=O)C(C#N)c1nc2ccccc2nc1N1CCCCC1 (stereo unspecified),-16%
Oc1ccccc1-c1cc(-c2cccnc2)c2cncn2c1,?
COc1ccc2nc(NC(=O)c3cc(=O)c4ccc(C)cc4o3)sc2c1,-4%
CCOC(=O)c1sc(C)nc1C,-9%
O=C(Cc1ccc(Cl)cc1)N1CCC([C@@H]2CNC[C@H]2CO)CC1,-14%
CC(C)OCCCNCc1ccc(C(C)C)cc1,-8%
Cc1cccc(OCC(=O)Nc2c(C(=O)N3CCN(c4ccccc4F)CC3)oc3ccccc23)c1,-6%
COc1ccc(CC(=O)N2C[C@@H](C(=O)O)[C@H](c3ccccc3)C2)c(OC)c1,-13%
COc1ccc(C(=O)CCS(=O)(=O)c2ccc(C)cc2)cc1,4%
Cc1ccc(NC(=O)c2cc(C)nc3ccccc23)nc1,21%
COc1ccc2c(c1)nc1n2[C@@H](CNCc2ccccc2)COC1,6%[86.2 µM]
O=C(O)c1ccc(CN2CC[C@H](c3nnc(-c4cccnc4)o3)C2)cc1,-17%[86.2 µM]
COc1cc(NC(=O)c2c(OC)cc(=O)n3c2CCCC3)cc(OC)c1,-4%
O=C1NC2(CCN(C(=O)c3ccc(F)cc3)CC2)Oc2ccccc21,7%[86.2 µM]
SMILES,KDM5B inhibitor
O=C(CC1=CCNCC1)N(Cc1ccccn1)CC1CCCO1 (stereo unspecified),-19%
Cc1c(OS(C)(=O)=O)ccc2c1O/C(=C\c1ccc3c(c1)OCO3)C2=O,-8%
CCOc1ccc(CNC(=O)c2cnc(SC)nc2CC)cc1,-2%
CC(=O)/C(=C1\NC(C)(C)Cc2cc(C)c(C)cc21)c1ccccc1,-19%
COc1cc(NC(=O)N[C@H]2CO[C@H]3[C@@H]2OC[C@@H]3Nc2nccc(-c3cccs3)n2)cc(OC)c1,i
COC(=O)c1ccc2nc(C[C@@H]3C[C@@H](C(C)C)[C@H](CN(C)C)C=C3C)[nH]c2c1,-6%[86.2 µM]
COc1ccc(-c2nc(CC3CCN(C(=O)c4ccnn4C)C3)no2)cc1 (stereo unspecified),10%
CC(C)c1nc2c(c(-c3ccc(Cl)cc3)n1)CCN(Cc1ccc(C#N)cc1)CC2,?
COCC(=O)N(C)[C@H]1C[C@H]2c3[nH]c4c(-c5ccc6c(c5)OCO6)cccc4c3CCN2C(=O)[C@H]1[C@H](C)O,?
CN(C)CCCOC(=O)N1c2ccccc2C=Cc2ccccc21,0%
O=C(c1ccco1)N(Cc1cccnc1)Cc1cc2ccccc2[nH]c1=O,?
COc1cncc(CN2CC[C@@H]3OCC(=O)N(Cc4ccccc4)[C@H]3CC2)c1,-23%[86.2 µM]
CCc1ccc(Oc2ccc(C#N)c(C#N)c2)cc1,4%
O=C1CC(c2ccccc2)N(C(=O)CNC(=O)C2CCC2)CCCCCCN1 (stereo unspecified),-15%
COCCc1nncn1C1CCN(S(=O)(=O)c2ccc(F)cc2)CC1,-6%
CCN(C(=O)Cn1nc(Cc2ccncc2)c2ccccc2c1=O)c1ccc(OC)cc1,4%
CNc1cc(C)nc(N2C[C@H](NC(=O)C3CCOCC3)[C@@H](C3CC3)C2)n1,-18%
CCCC(=O)Nc1ccccc1OCc1cc(=O)n2cc(C)ccc2n1,?
CSC1=N/C(=C\c2ccc3ccccc3c2)C(=O)S1,-2%
CCOc1cc(-c2nccn2CCNc2cccnc2)ccc1O,-17%

# In the list so far, 2 contain a furan ring, fused or not:
SMILES,KDM5B inhibitor
Cc1cccc(OCC(=O)Nc2c(C(=O)N3CCN(c4ccccc4F)CC3)oc3ccccc23)c1,-6%
O=C(c1ccco1)N(Cc1cccnc1)Cc1cc2ccccc2[nH]c1=O,?

# Not all compounds are listed. The share of hits here may be higher or lower than overall.
